Source: PubChem BioAssay (several laboratories)
CSM14.1 death rescue: protection against thapsigargin-triggered cell killing – 384-well, CSM14.1, ATP luminescence, primary screen (AID 1222); CSM14.1 thapsigargin-induced death rescue, ATP luminescence; higher % means a stronger effect; 190,000 tested, under 10 active; cellular ATP content (survival), % at 20 µM, or EC50 in µM where a hit was titrated;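 active = EC50 below 50 µM in the dose-response confirmation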;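 note: death triggered by thapsigargin at about 15 µM added after 2 h compound pretreatment; cell ATP read after overnight thapsigargin exposure of roughly 18 to 22 hours; normalized against plate controls of thapsigargin alone and 5% DMSO vehicle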
Insulin prom up: MIN6 insulin promoter up-regulation | MIN6 insulin promoter-GFP reporter, high-content imaging; hits give high values | z-score at 5 µM | 190,000 compounds, 0.3% hits;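 active = z-score above 3 at 5 µM with at least 500 cells counted in the well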
b-catenin transl: alters nuclear translocation of beta-catenin in HeLa cells. 190,000 compounds, 0.3% hits. nuclear translocation activity, % at 5 µM. immunofluorescence imaging;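 active = nuclear translocation activity above 50% at 5 µM, with a well cell count of 50 or more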;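 note: per-cell ratio of nuclear to cytoplasmic median beta-catenin stain intensity; plate controls were DMSO negative control for no effect and GSK-3 inhibitor IX positive control for full effect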
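Read-out: Nuclear/cytoplasmic beta-catenin signal ratio, % activation | Assay system: Human HeLa cell line | Times: 24 h compound exposure at 37°C, 5% CO2 | Signal: Fluorescence imaging of beta-catenin antibody stain plus DAPI | Dosing: 5 µM primary, 0.02–20 µM confirmation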
MT stabilize HCS: microtubule stabilization, imaging screen; % tubulin-high responders, % at 10 µM; 200,000 compounds, 0.83% hits; HeLa tubulin immunostaining HCS, 24 h; share of cells brighter than vehicle mean+2SD;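 active = plate Z-score above 3 for both tubulin-high and condensed-nucleus cell shares, with cell loss under 80%, at 10 µM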;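 note: anti alpha tubulin signal scored within the nucleus-defined area of each cell; some results filed as inactive read as strong as hits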
Dynein transport: dynein cargo transport inhibition | 3617.4 mouse cells, GR-EGFP nuclear translocation imaging; test concentration mostly 20 µM; stimulated with dexamethasone, 1 µM; hits give low values | z-score, hits read low | 220,000 compounds, 0.47% hits;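 active = plate z-score of nuclear minus cytoplasmic receptor signal below a set negative limit, without overly bright fluorescence or cell loss, cut at about -3.5 in these data, passing the limit was not always enough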;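 note: z-score of nuclear minus cytoplasmic ring GR-EGFP intensity difference per well; some compounds called inactive have numbers as strong as hits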
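Also added – dexamethasone, 1.0 µM final · Buffer or medium – tet-free, stripped-serum medium · Schedule – induction 48 h, compound 1 h, agonist 30 min · Detection – formaldehyde fixation, Hoechst nuclear stain, 10x automated fluorescence imaging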
Autophagy HCS: modulators of autophagy; MEF GFP-LC3 puncta imaging; test concentration mostly 10 µM; 190,000 compounds, 0.98% hits; calls only at 10 µM (by protocol);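 active = percentage of spot-positive cells more than 3 SD above its plate mean, without a fluorescence outlier flag or 80% toxicity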;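 note: spot-positive cell cutoff set from DMSO-treated cells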
Dynein transport cytoplasmic EGFP: second read-out of Dynein transport, no call of its own (marks repeat the call); z-score; measured here: cytoplasmic GR-EGFP intensity; hits give high values
Dynein transport nuclear GR-EGFP: recorded beside Dynein transport, whose call it bears; z-score; measured here: nuclear GR-EGFP intensity;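 lower value marks the stronger effect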
Dynein transport cell count: recorded beside Dynein transport, whose call it bears; z-score; measured here: cell count per field
Insulin prom up cell count: further read-out of Insulin prom up, marked with its call; cell count; measured here: cytotoxicity, nuclei count;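 total cells summed across four imaged fields per well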
b-catenin transl cell count 5 µM: also measured in b-catenin transl; calls as there; cell count; measured here: cell count, cytotoxicity flag
MT stabilize HCS Hoechst-high %: further read-out of MT stabilize HCS, marked with its call; % Hoechst-high responders; measured here: nuclear condensation Hoechst responders;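 share of cells brighter than vehicle mean plus two SD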
MT stabilize HCS cytotoxicity %: recorded beside MT stabilize HCS, whose call it bears; toxicity, %; measured here: cytotoxicity by cell density;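 0% = mean cell density of plate MIN control wells and 100% = no cells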
Autophagy HCS cell loss 18 h: also measured in Autophagy HCS; calls as there; toxicity, %; measured here: cell loss, nuclei count;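 cell loss after 18 h compound exposure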
Starred values were filed as active, the others as inactive; i = inactive; nt = not tested or not shown.

SMILES	CSM14.1 death rescue	Insulin prom up	Insulin prom up cell count	b-catenin transl	b-catenin transl cell count 5 µM	MT stabilize HCS	Dynein transport	Autophagy HCS	others
O=C(CN1C(=O)NC2(CCc3ccccc32)C1=O)Nc1cc(C(F)(F)F)ccc1N1CCOCC1 (stereo not given)	1.5%	nt	nt	nt	nt	nt	nt	nt
O=C(N1CCCC1)N1CCN(c2ncnc3c(-c4ccc(Cl)cc4)nsc23)CC1	1.4%	nt	nt	nt	nt	nt	nt	nt
CCCc1nnc(NC(=O)c2c(O)c3cccc4c3n(c2=O)CC4)s1	-3.0%	nt	nt	-4.4	1081	nt	nt	nt
Cc1ccc(NC2=NC(c3ccco3)n3c(nc(C)cc3=O)N2)c(C)c1 (stereo not given)	-2.5%	nt	nt	-2.6	956	nt	nt	nt
CCc1c(C)nc2ncnn2c1N1CCC(C(=O)N2CCN(c3ccccc3)CC2)CC1	0.7%	nt	nt	-1.3	1165	nt	nt	nt
Cc1ccccc1CC1S/C(=N/N=C/c2ccco2)NC1=O (stereo not given)	nt	nt	nt	2.3	1239	nt	-0.19	nt	Dynein transport cytoplasmic EGFP=-0.2;Dynein transport nuclear GR-EGFP=0.45;Dynein transport cell count=0.24
COc1ccc(OC)c(Nc2nc(N)c([N+](=O)[O-])c(NCc3ccccc3)n2)c1	nt	nt	nt	-0.1	1317	nt	-0.16	nt	Dynein transport cytoplasmic EGFP=-0.13;Dynein transport nuclear GR-EGFP=0.47;Dynein transport cell count=0.37
COc1cccc(CCN2C(=O)C(=O)N([C@@H](CNCc3ccccc3)Cc3ccccc3F)C[C@@H]2C(C)(C)C)c1	nt	-0.07	1180	-2.8	1140	nt	nt	nt
CSc1nnc2n(C3CCCCC3)c(=O)c3c4c(sc3n12)CCCC4	1.9%	-0.58	946	-5.1	1136	nt	nt	nt
CCCn1c(SCC(=O)Nc2nnc(CC)s2)nc2c1c(=O)n(C)c(=O)n2C	1.5%	-1.4	862	-4.8	1209	nt	nt	nt
COc1ccc(N2CCn3c2nc2c3c(=O)n(CCCc3ccccc3)c(=O)n2C)cc1	1.8%	-1.2	1104	-3.1	896	nt	nt	nt
COc1cc(C(=O)N2CCCN(c3nc4cc(C)ccc4cc3C#N)CC2)cc(OC)c1OC	0.4%	0.1	1154	-4.1	1029	nt	nt	nt
Cc1ccc2nc(NC3=NCN(Cc4ccccc4)CN3)nc(C)c2c1	-2.5%	-0.53	1140	-6.4	1034	nt	nt	nt
COc1ccc(N2CCN(Cc3cc(=O)oc4c3ccc3ccccc34)CC2)cc1	0.2%	-2	958	-3.3	971	nt	nt	nt
CCn1cc(C(=O)O)c(=O)c2cnc(N3CCN(C(=O)Nc4cccc5ccccc45)CC3)nc21	-1.3%	-5.9	593	-1.3	1166	nt	nt	nt
CN1C(=O)c2oc3ccc(Br)cc3c(=O)c2C1c1ccncc1 (stereo not given)	-0.3%	1.1	1300	-3.5	1011	nt	nt	nt
COc1ccc(CCN(Cc2cc3cc4c(cc3[nH]c2=O)OCO4)C(C)=O)cc1OC	0.9%	-1.1	1396	2.9	1147	nt	nt	nt
COc1ccc2c(=O)c3c(=O)n(Cc4ccco4)c(C4CCCCC4)nc3oc2c1	2.0%	0.45	1329	-9.0	960	nt	nt	nt
Cc1ccnc(NC(=O)c2c(O)c3ccccc3n(C)c2=O)c1	5.6%	0.44	1412	-0.3	931	nt	nt	nt
Clc1ccc(-c2nnc3sc(-c4ccco4)nn23)c(Cl)c1	0.8%	0.85	1255	-4.9	1072	nt	nt	nt
CCn1c(SCc2nnc(-c3ccccc3)o2)nc2c1c(=O)n(C)c(=O)n2C	-0.1%	0.4	914	-2.8	1140	nt	nt	nt
Clc1ccc(-c2nn3c(-c4cccc(Cl)c4)nnc3s2)cc1	2.5%	0.57	1057	1.2	1137	nt	nt	nt
Cc1oc(-c2ccc(Cl)cc2)cc1-c1nn2c(-c3ccco3)nnc2s1	0.7%	1.6	1182	-5.5	898	nt	nt	nt
CC1(C)Cc2c(sc(NC(=O)c3ccco3)c2C#N)C(C)(C)N1	0.7%	0.32	825	-5.1	1190	nt	nt	nt
CCn1c(=N)c(C(=O)NCc2cccnc2)cc2c(=O)n3cccc(C)c3nc21	-2.0%	0.26	1310	-1.0	1196	nt	nt	nt

Reprinted at random: 4 entries already listed
SMILES	CSM14.1 death rescue	Insulin prom up	Insulin prom up cell count	b-catenin transl	b-catenin transl cell count 5 µM	MT stabilize HCS	Dynein transport	Autophagy HCS	others
CCn1c(=N)c(C(=O)NCc2cccnc2)cc2c(=O)n3cccc(C)c3nc21	-2.0%	0.26	1310	-1.0	1196	nt	nt	nt
CCn1c(SCc2nnc(-c3ccccc3)o2)nc2c1c(=O)n(C)c(=O)n2C	-0.1%	0.4	914	-2.8	1140	nt	nt	nt
COc1ccc(OC)c(Nc2nc(N)c([N+](=O)[O-])c(NCc3ccccc3)n2)c1	nt	nt	nt	-0.1	1317	nt	-0.16	nt	Dynein transport cytoplasmic EGFP=-0.13;Dynein transport nuclear GR-EGFP=0.47;Dynein transport cell count=0.37
CSc1nnc2n(C3CCCCC3)c(=O)c3c4c(sc3n12)CCCC4	1.9%	-0.58	946	-5.1	1136	nt	nt	nt

Back to the main list, starting 4 compounds before the break.
SMILES	CSM14.1 death rescue	Insulin prom up	Insulin prom up cell count	b-catenin transl	b-catenin transl cell count 5 µM	MT stabilize HCS	Dynein transport	Autophagy HCS	others
Clc1ccc(-c2nn3c(-c4cccc(Cl)c4)nnc3s2)cc1	2.5%	0.57	1057	1.2	1137	nt	nt	nt
Cc1oc(-c2ccc(Cl)cc2)cc1-c1nn2c(-c3ccco3)nnc2s1	0.7%	1.6	1182	-5.5	898	nt	nt	nt
CC1(C)Cc2c(sc(NC(=O)c3ccco3)c2C#N)C(C)(C)N1	0.7%	0.32	825	-5.1	1190	nt	nt	nt
CCn1c(=N)c(C(=O)NCc2cccnc2)cc2c(=O)n3cccc(C)c3nc21	-2.0%	0.26	1310	-1.0	1196	nt	nt	nt
N#Cc1c2c(c(N3CCN(CCO)CC3)n3c1nc1ccccc13)CCCC2	-3.4%	-0.26	1378	-6.9	1269	nt	nt	nt
CCOC(=O)c1sc(NC(=O)C2CCCO2)c(C(=O)OCC)c1C (stereo not given)	-1.4%	0.26	1124	1.3	1154	nt	nt	nt
Cc1nnc2c3cnn(-c4ccc(Cl)cc4)c3ncn12	0.0%	0.62	1065	-6.0	965	nt	nt	nt
CC(C)CCn1c(=O)c2ccccc2n2c(COC(=O)c3ccc(S(=O)(=O)N(C)C)cc3)nnc12	1.7%	0.77	1127	0.2	824	nt	nt	nt
CCn1c(SCC(=O)c2cc(OC)ccc2OC)nc2c1c(=O)n(C)c(=O)n2C	-2.4%	-0.36	1303	-4.7	1234	nt	nt	nt
Cc1nc2c(c(=O)n1Cc1ccccc1Cl)c1nc3ccccc3nc1n2Cc1ccco1	1.8%	-5.2	1124	0.8	1182	nt	nt	nt
Cc1nc2cc(-c3cccc(Cl)c3)nn2c(N2CCN(C(=O)c3ccco3)CC2)c1C	0.7%	-0.88	1133	-0.2	1142	nt	nt	nt
N#CC(c1nc2ccccc2nc1N1CCCCC1)S(=O)(=O)c1ccc(Cl)cc1 (stereo not given)	0.3%	-0.23	699	-2.1	1132	nt	nt	nt
CCCOc1cccc(C2/C(=C(/O)c3ccncc3)C(=O)C(=O)N2CCCN(C)C)c1 (stereo not given)	-1.2%	0.86	743	0.6	952	nt	nt	nt
O=c1c2c3nc4ccccc4nc3n(-c3ccc4c(c3)OCCO4)c2ncn1CC1CCCO1 (stereo not given)	-1.9%	-0.3	968	-3.5	1123	nt	nt	nt
Cc1cc(NC(=O)c2cc3nc4c(c(C(F)(F)F)n3n2)CCc2ccccc2-4)no1	2.3%	0.16	1168	-1.2	901	nt	nt	nt
Cn1c(=O)c2c(nc(Oc3ccccn3)n2C)n(C)c1=O	-0.7%	-0.24	861	-1.6	1092	nt	nt	nt
COc1ccc(N2CCCn3c2nc2c3c(=O)n(Cc3ccccc3F)c(=O)n2C)cc1	-2.5%	-0.78	1206	1.2	727	nt	nt	nt
COC(=O)c1cc(Br)c(=O)n(-c2ccc(C(C)=O)cc2)c1	-3.7%	0.38	1450	-2.8	807	nt	nt	nt
Cc1ccccc1-c1nnc2s/c(=C\c3ccc(N(C)C)cc3)c(=O)n12	-3.0%	1.1	1464	-10	1043	nt	nt	nt
Cn1c(=O)c2cnc(N3CCOCC3)nc2n(C)c1=O	1.3%	2.2	1056	-1.6	1176	nt	nt	nt
COc1cc2cc(C)c3nnc(SCC(N)=O)n3c2cc1OC	3.2%	0.7	1433	0.2	1177	nt	nt	nt
Cc1cccc(-c2nnc3n2N=C(c2ccc(Br)cc2)CS3)c1	-0.5%	-0.82	1030	1.5	1117	nt	nt	nt
CCOc1ncccc1C(=O)OCC(=O)Nc1cc(C(=O)OC)ccc1C(=O)OC	-0.6%	-0.05	1332	-6.0	1031	nt	nt	nt
CCCCNC(=O)c1cc2c(=O)n3cccc(C)c3nc2n1C	-1.9%	-0.6	1839	2.2	1024	nt	nt	nt
COc1nc2cc(C)ccc2cc1-c1noc(-c2cccnc2)n1	-1.1%	-1.5	1025	0.9	1183	nt	nt	nt
COc1ccc(NC(=O)Cc2nn(C)c(=O)c3ccccc23)c2ncccc12	-0.3%	-0.15	1009	-0.4	1217	nt	nt	nt
Cc1cc(NC(=O)CN2CC3CC(C2)c2cccc(=O)n2C3)nc2c1c(=O)oc1ccccc12 (stereo not given)	-3.6%	-0.29	1673	1.3	895	nt	nt	nt
O=C(CSc1nnc(-c2ccncc2)n1CCc1ccccc1)N1CCCC1	nt	-0.03	1002	0.2	1274	nt	0.53	nt	Dynein transport cytoplasmic EGFP=-0.75;Dynein transport nuclear GR-EGFP=0.095;Dynein transport cell count=-0.88
Cn1cccc1/C=N\NC(=O)c1cncc(Br)c1	nt	-1	1142	-0.1	1327	nt	-0.21	nt	Dynein transport cytoplasmic EGFP=-0.23;Dynein transport nuclear GR-EGFP=0.43;Dynein transport cell count=0.18
COC(=O)Cc1cc(=O)[nH]c(/N=C(/NC(=O)c2ccccc2)Nc2ccccc2C)n1	nt	nt	nt	nt	nt	2.9	-0.39	i	Dynein transport cytoplasmic EGFP=-0.27;Dynein transport nuclear GR-EGFP=0.094;Dynein transport cell count=-0.15;MT stabilize HCS Hoechst-high %=1.1;MT stabilize HCS cytotoxicity %=38;Autophagy HCS cell loss 18 h=-3
CCn1cc(C(=O)Nc2cc3c(cc2NC(C)=O)OCCO3)c(=O)c2ccc(C)nc21	nt	nt	nt	nt	nt	2.5	0.77	i	Dynein transport cytoplasmic EGFP=-0.25;Dynein transport nuclear GR-EGFP=0.82;Dynein transport cell count=-0.46;MT stabilize HCS Hoechst-high %=0.3;MT stabilize HCS cytotoxicity %=45;Autophagy HCS cell loss 18 h=0

Only part of the results is shown, so the mix of outcomes need not match the whole.
